STAT1 activator = increases IFN-gamma driven STAT1 reporter signal | NIH 3T3 STAT1-luciferase reporter, luminescence; 100% = IFN-gamma alone, no compound | activation (% of control), % at 5.5 µM | hit rate 2.6% among 200,000;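 active = activation above the screen-wide mean activation plus 3 SD, cut at about 130% in these data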;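 note: raw ratio to IFN-gamma control signal so 100% means no change and 0% no light; values of inactives mirror those of a sister screen read the other way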
Diaphorase act = diaphorase activation or chemical reduction counter-screen; Diaphorase/resazurin coupled assay, resorufin fluorescence, 16 min; active compounds read high; 1 = vehicle wells, 0 = NADH-free wells; activation factor at 20 µM; hit rate 0.005% among 190,000; AID 1229;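 active = diaphorase activity raised at least twofold by the compound at 20 µM; inactive = activation factor below 2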
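Material: Purified diaphorase enzyme from Clostridium kluyveri | Buffer or medium: 50 mM HEPES pH 7.4 with 4.542 mM MgCl2, 0.005% Tween 20 | Times: 16 min enzyme reaction, ambient temperature | Signal: Red resorufin fluorescence at 544/590 nm excitation/emission | Measure: Increased resorufin signal from activators or reducing compounds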
APP transl inh = APP translation inhibition; AID 1285; SH-SY5Y APP 5'UTR-luciferase reporter, luminescence; inhibition, % at 2 µM; hit rate 0.82% among 190,000;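 active = inhibition above a set limit, derived from the sample mean plus 3 SD, cut at about 45% in these data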; note: values of inactives mirror those of a sister screen read the other way
FLuc inh counter = counter-screen for luciferase assay inhibitors: firefly luciferase inhibition; hit rate 1.5% among 200,000; ATPLite firefly luciferase biochemical luminescence, 10 min; AID 1006; P08659; inhibition, % at 10 µM;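 active = inhibition above about 50% when tested at 10 µM, limit read from the data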
Target sequence (P08659 whole entry, looked up): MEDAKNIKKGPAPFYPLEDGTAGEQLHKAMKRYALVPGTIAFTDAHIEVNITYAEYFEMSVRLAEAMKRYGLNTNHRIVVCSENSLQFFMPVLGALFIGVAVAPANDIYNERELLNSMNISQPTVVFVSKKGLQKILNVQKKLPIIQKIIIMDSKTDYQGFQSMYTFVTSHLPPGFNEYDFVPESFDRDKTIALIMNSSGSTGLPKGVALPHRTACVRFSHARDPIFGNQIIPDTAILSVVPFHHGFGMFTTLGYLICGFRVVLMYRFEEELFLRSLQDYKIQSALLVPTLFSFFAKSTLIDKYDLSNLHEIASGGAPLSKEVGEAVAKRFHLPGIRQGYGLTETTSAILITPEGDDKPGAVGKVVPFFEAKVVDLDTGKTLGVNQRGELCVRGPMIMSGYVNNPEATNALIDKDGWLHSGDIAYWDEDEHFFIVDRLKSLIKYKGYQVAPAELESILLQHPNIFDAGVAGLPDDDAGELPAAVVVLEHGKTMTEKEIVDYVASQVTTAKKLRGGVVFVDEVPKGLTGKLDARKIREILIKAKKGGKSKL
FLuc stim CS = affects firefly luciferase, flagging false hits in luciferase stimulation screens; ATPlite luciferase biochemical, luminescence, 10 min; 0 = ATP-free wells, 1 = DMSO control; AID 1027; P08659; 200,000 tested, under 10 active; activation factor at 10 µM;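 active = luciferase activation factor, scaled between plate controls, of at least 2 with compound at 10 µM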
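System: cell-free luciferase reagent; medium: PBS as buffer for the ATP substrate; doses: test compounds dosed from 2 mM stocks in 100% DMSO; incubation: 10 min, room temperature; measured by: luminescence from luciferase reaction; read-out: luciferase activation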
TLR4 MyD88 comp = blocks binding of human TLR4 to MyD88 | O00206+Q99836 | HeLa CL3-4 TLR4/MyD88 BLA complementation, FRET ratio | inhibition, % at 8.4 µM | hit rate 0.18% among 200,000; in the data active = inhibition above about 25%;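 note: 0% = vehicle and 100% = reference inhibitor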
NF-kB expr up = NF-kB expression increase, human neuronal cells. NF-kB reporter expression; active compounds read high. fold change at 12.5 µM. hit rate 1.6% among 190,000. AID 1239; in the data active = fold change above about 3.3
G6PDH CS = L. mesenteroides G6PDH inhibition counter-screen; Purified L. mesenteroides G6PDH, diaphorase/resazurin coupled fluorescence, 45 min; inhibition, % at 5 µM; hit rate 0.12% among 200,000; in the data active = inhibition above about 50%
Diaph inh CS = diaphorase inhibition or chemical oxidation counter-screen; diaphorase resazurin-to-resorufin fluorescence, NADH, 16 min; bacterial (C. kluyveri) enzyme, not human; inhibition, % at 20 µM; hit rate 0.69% among 190,000;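 active = primary screen inhibition at 20 µM above a set limit, cut at about 50% in these data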;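 note: plate controls were DMSO with full reaction for no effect and wells lacking NADH for full effect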
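Test system: diaphorase enzyme from Clostridium kluyveri; amount: diaphorase at 0.14 U/mL in enzyme working solution; detection: fluorescence of resorufin formed from resazurin, Ex 544/Em 590 nm; times: reaction incubation of 16 min at room temperature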
APP 5'UTR act = APP 5'UTR luciferase reporter activation; activation, % at 2 µM; hit rate 1% among 190,000; SH-SY5Y APP 5'UTR luciferase reporter, luminescence; zero percent = DMSO vehicle wells;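 active = activation above a set limit, based on mean plus 3 SD of controls, cut at about 140% in these data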; note: values of inactives mirror those of a sister screen read the other way
* hit, by the source's call; . = not tested or not shown; & = joins results of further samples. This is a subset, so the mix of outcomes need not match the whole.

1) O=C(NCCN1CCOCC1)c1ccc(Cl)cc1
2) Cc1cc(O)c2c(c1)C(=O)c1cccc(O)c1C2=O
3) CCOC(=O)Nc1ccc2c(c1)N(C(=O)CCN1CCOCC1)c1ccccc1S2
4) COc1cc(NC(=O)c2cc(C3CC3)on2)c(OC)cc1Cl
5) CCCc1cc(C(N)=S)ccn1
compound no.	1	2	3	4	5
STAT1 activator	103	104	88	99	96
Diaphorase act	0.9	0.7	0.9	0.8	0.9
APP transl inh	-10	2	4	-1	25
FLuc inh counter	-1	1	0	-2	-5
FLuc stim CS	1	1	1	1	1.1
TLR4 MyD88 comp	4	-3	4	-10	-5
NF-kB expr up	0.99	1.2	1.3	1.1	0.99
G6PDH CS	10	24	-8	9	6
Diaph inh CS	7	30	12	18	13
APP 5'UTR act	10	-2	-4	1	-25

6) Oc1cc2c(cc1O)C1c3ccc(O)c(O)c3OCC1(O)C2 (configuration not stated)
7) CC(=O)O[C@@]12CO[C@@H]1C[C@H](O)[C@@]1(C)C(=O)[C@H](O)C3=C(C)[C@@H](OC(=O)[C@H](O)[C@@H](NC(=O)OC(C)(C)C)c4ccccc4)C[C@](O)([C@@H](OC(=O)c4ccccc4)[C@H]21)C3(C)C
8) CN1CCC(=C2c3ccccc3CC(=O)c3sccc32)CC1
9) CCCN(CCC)C(=O)C(CCC(=O)O)NC(=O)c1ccccc1 (configuration not stated)
10) COc1ccc(S(=O)(=O)Nc2nnc(CC(C)C)s2)cc1
compound no.	6	7	8	9	10
STAT1 activator	107	.	102	100	89
Diaphorase act	0.2	0.7	0.8&0.9	1	0.9
APP transl inh	-8	.	33	-12	4
FLuc inh counter	-3	2	-2&0	-5	-6
FLuc stim CS	1	1	1&1	1	1.1
TLR4 MyD88 comp	-8	.	-4	0	0
NF-kB expr up	0.82	.	0.93	1	1
G6PDH CS	32	-1	4&1	4	3
Diaph inh CS	78*	27	18&6	2	14
APP 5'UTR act	8	.	-33	12	-5

11) Cc1ccsc1/C=C/C1=NCCCN1C
12) C[C@@H]1C[C@H]2[C@@H]3C[C@H](F)C4=CC(=O)C(Cl)=C[C@]4(C)[C@@]3(F)[C@@H](O)C[C@]2(C)[C@@]1(O)C(=O)CO
13) CCCCOC(=O)c1ccc(N)cc1
14) COc1cc(C(=O)NCCCCCC(=O)O)cc(OC)c1OC
15) CN(C)CCOC(=O)C(c1ccccc1)C1(O)CCCC1 (configuration not stated)
compound no.	11	12	13	14	15
STAT1 activator	102	.	101	104	99
Diaphorase act	0.9	1	0.8	0.8	1
APP transl inh	-9	.	-13	-12	8
FLuc inh counter	-3	0	3	-2	-1
FLuc stim CS	1	1	1	1	1
TLR4 MyD88 comp	7	.	-17	12	-2
NF-kB expr up	1.1	.	1.3	1.2	1.4
G6PDH CS	10	-2	13	5	5
Diaph inh CS	7	2	20	15	2
APP 5'UTR act	9	.	13	12	-8

A draw from above in order of number of heavy atoms, smallest number first.
13) CCCCOC(=O)c1ccc(N)cc1
11) Cc1ccsc1/C=C/C1=NCCCN1C
12) C[C@@H]1C[C@H]2[C@@H]3C[C@H](F)C4=CC(=O)C(Cl)=C[C@]4(C)[C@@]3(F)[C@@H](O)C[C@]2(C)[C@@]1(O)C(=O)CO
compound no.	13	11	12
STAT1 activator	101	102	.
Diaphorase act	0.8	0.9	1
APP transl inh	-13	-9	.
FLuc inh counter	3	-3	0
FLuc stim CS	1	1	1
TLR4 MyD88 comp	-17	7	.
NF-kB expr up	1.3	1.1	.
G6PDH CS	13	10	-2
Diaph inh CS	20	7	2
APP 5'UTR act	13	9	.

6 compounds picked at random from those above:
14) COc1cc(C(=O)NCCCCCC(=O)O)cc(OC)c1OC
12) C[C@@H]1C[C@H]2[C@@H]3C[C@H](F)C4=CC(=O)C(Cl)=C[C@]4(C)[C@@]3(F)[C@@H](O)C[C@]2(C)[C@@]1(O)C(=O)CO
2) Cc1cc(O)c2c(c1)C(=O)c1cccc(O)c1C2=O
13) CCCCOC(=O)c1ccc(N)cc1
10) COc1ccc(S(=O)(=O)Nc2nnc(CC(C)C)s2)cc1
9) CCCN(CCC)C(=O)C(CCC(=O)O)NC(=O)c1ccccc1 (configuration not stated)
compound no.	14	12	2	13	10	9
STAT1 activator	104	.	104	101	89	100
Diaphorase act	0.8	1	0.7	0.8	0.9	1
APP transl inh	-12	.	2	-13	4	-12
FLuc inh counter	-2	0	1	3	-6	-5
FLuc stim CS	1	1	1	1	1.1	1
TLR4 MyD88 comp	12	.	-3	-17	0	0
NF-kB expr up	1.2	.	1.2	1.3	1	1
G6PDH CS	5	-2	24	13	3	4
Diaph inh CS	15	2	30	20	14	2
APP 5'UTR act	12	.	-2	13	-5	12

Next section.
16) CN1CCN(c2c(F)cc3c(=O)c(C(=O)O)cn4c3c2SCC4)CC1
17) O=C(O)CCCCCCCC(=O)O
18) CCN(CC)CCOC(=O)C(c1ccccc1)c1ccccc1
19) CC1(C)Oc2ccc(C#N)cc2[C@@H](N2CCCC2=O)[C@@H]1O
20) COc1ccc(Sc2ccc(NC(=O)c3ccccc3Cl)cc2C#N)cc1
21) CCOc1ccc(NC(=S)N2CCC(C(O)(c3ccccc3)c3ccccc3)CC2)cc1
22) C#C[C@]1(O)CC[C@H]2[C@@H]3CCC4=CC(=O)CC[C@@H]4[C@H]3CC[C@@]21CC
23) OCC(O)CN1CCN(c2ccccc2)CC1 (configuration not stated)
compound no.	16	17	18	19	20	21	22	23
STAT1 activator	97	98	102	93	97	97	.	101
Diaphorase act	1&1.2	1.1	0.9	0.9	0.9	0.8	1	1.1
APP transl inh	0	-4	7	-4	-8	8	-13	1
FLuc inh counter	0&-1	-4	-5	-5	-6	1	1	-2
FLuc stim CS	1&1	1	1	1.1	1.1	1	1	1
TLR4 MyD88 comp	5	3	2	1	-5	-2	.	6
NF-kB expr up	0.98	0.99	1.3	1.1	1.1	1.1	.	0.92
G6PDH CS	9&18	13	12	9	-1	-16	6	12
Diaph inh CS	2&-19	-6	8	11	13	16	-2	-9
APP 5'UTR act	0	4	-7	4	8	-8	13	-1

Screening results: PubChem BioAssay, several laboratories
